PV pol inh – poliovirus RdRp elongation inhibitors, primary screen, biochemical, fluorescence polarization, total intensity. poliovirus polymerase elongation; active compounds read low. 150,000 tested, 0.66% active. % elongation, % (compound at 16.7 µg/mL). Genome polyprotein (Poliovirus type 1 (strain Mahoney)), P03300; in the data active means % elongation below about 90%; further: some results filed as inactive read as strong as hits
Target sequence (P03300 1749-2209 limits assumed): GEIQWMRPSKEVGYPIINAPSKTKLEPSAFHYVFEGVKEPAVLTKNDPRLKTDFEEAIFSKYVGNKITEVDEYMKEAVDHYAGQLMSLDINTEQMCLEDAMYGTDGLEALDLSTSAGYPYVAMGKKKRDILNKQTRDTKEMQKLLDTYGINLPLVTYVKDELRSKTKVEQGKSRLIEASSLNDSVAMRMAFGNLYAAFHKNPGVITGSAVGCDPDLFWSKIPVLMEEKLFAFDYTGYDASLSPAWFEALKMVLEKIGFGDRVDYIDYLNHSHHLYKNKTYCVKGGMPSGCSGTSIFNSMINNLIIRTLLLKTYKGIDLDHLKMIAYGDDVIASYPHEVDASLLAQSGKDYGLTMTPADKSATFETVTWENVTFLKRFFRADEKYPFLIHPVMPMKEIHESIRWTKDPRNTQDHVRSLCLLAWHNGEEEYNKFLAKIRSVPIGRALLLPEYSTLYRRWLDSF
PV pol inh FP z-score – further read-out of PV pol inh, marked with its call; z-score; measured here: FP z-score; hits read low
An asterisk follows results filed as active; & = joins results of further samples. Some of the compounds tested; the hit share may differ from the screen's.

SMILES	PV pol inh	PV pol inh FP z-score
O=C(CSc1nc2ccccc2n1Cc1cccc(Cl)c1)N1CCN(c2ccc(F)cc2)CC1	116	1.5
CCCCNc1ccc(C(=O)OCCOCCOCCOCCOCCOCCOCCOCCOCCOC)cc1	99	-0.2
CCOC(N)=O	100	0.1
CC(O)CNC(=O)C(=O)Nc1c2c(nn1-c1ccc(Cl)cc1)CSC2 (configuration not stated)	105	-0.1
C[N+]1(C)CCC(=C(c2ccccc2)c2ccccc2)CC1	102	0.6
Cc1ccc(N(CC2=NCCN2)c2cccc(O)c2)cc1	100&103&99	0&0.9&-0.1
CNCCCN1c2ccccc2CCc2ccccc21	102&98	0.3&-0.5
O=C1OC(Nc2ccc(S(=O)(=O)Nc3ccccn3)cc2)c2ccccc21 (configuration not stated)	103	0.6
CC12CC3CC(C)(C1)CC(N)(C3)C2	98&100	-1.2&0
Cc1cccc(N2CCN(C(=O)CCC(=O)NNc3nc4ccccc4c4nc(C)nn34)CC2C)c1 (configuration not stated)	104	0.1
O=C(CCCCCn1c(=O)c2sccc2n(CC(=O)Nc2cccc(Cl)c2)c1=O)NCc1ccc2c(c1)OCO2	102	-0.7
O=c1oc2c(O)c(O)cc3c(=O)oc4c(O)c(O)cc1c4c23	83*	-3.7*
NC(N)=O	99	-0.1
CCOC(=O)[C@H](CCc1ccccc1)N[C@@H](C)C(=O)N1Cc2ccccc2C[C@H]1C(=O)O	102	0.3
COc1cc(C(c2c(C)[nH][nH]c2=O)c2c(C)[nH][nH]c2=O)ccc1OC(=O)c1cccc(C)c1	110	-0.2
COc1cc2ncnc(Nc3cccc(Cl)c3)c2cc1OC	100&99	-0.3&-0.3
Cc1cc(N2CCN(C)CC2)nc2ccc(NC(=S)NCc3ccco3)cc12	99	-0.1
Cc1cn(C2CC(O)C(CO)O2)c(=O)[nH]c1=O (configuration not stated)	106	1.3
CC(=O)O[C@]1(C(C)=O)CC[C@H]2[C@@H]3C=C(Cl)C4=CC(=O)C5CC5[C@]4(C)[C@H]3CC[C@@]21C (some centres not stated)	99	-0.2
N#Cc1ccc(C(c2ccc(C#N)cc2)n2cncn2)cc1	100	0.2

Among those listed so far, these have an aryl methoxy group:
SMILES	PV pol inh	PV pol inh FP z-score
COc1cc(C(c2c(C)[nH][nH]c2=O)c2c(C)[nH][nH]c2=O)ccc1OC(=O)c1cccc(C)c1	110	-0.2
COc1cc2ncnc(Nc3cccc(Cl)c3)c2cc1OC	100&99	-0.3&-0.3

Arranged by count of non-hydrogen atoms (highest first): some entries from above
SMILES	PV pol inh	PV pol inh FP z-score
CCCCNc1ccc(C(=O)OCCOCCOCCOCCOCCOCCOCCOCCOCCOC)cc1	99	-0.2
CCOC(=O)[C@H](CCc1ccccc1)N[C@@H](C)C(=O)N1Cc2ccccc2C[C@H]1C(=O)O	102	0.3
N#Cc1ccc(C(c2ccc(C#N)cc2)n2cncn2)cc1	100	0.2
C[N+]1(C)CCC(=C(c2ccccc2)c2ccccc2)CC1	102	0.6
NC(N)=O	99	-0.1

A section from further up, for reference:
SMILES	PV pol inh	PV pol inh FP z-score
CC(=O)O[C@]1(C(C)=O)CC[C@H]2[C@@H]3C=C(Cl)C4=CC(=O)C5CC5[C@]4(C)[C@H]3CC[C@@]21C (some centres not stated)	99	-0.2
N#Cc1ccc(C(c2ccc(C#N)cc2)n2cncn2)cc1	100	0.2

Source: PubChem BioAssay
